# PLCg1 inh: inhibitors of human phospholipase C gamma1. purified PLC-gamma1, fluorogenic substrate, fluorescence. inhibition, % at 12.2 µM. 370,000 tested, 0.84% active. AID 720700; in the data active = inhibition above about 9.5%
# proKLK7 act: activators of human kallikrein-7 zymogen; P49862; purified proKLK7, EDANS-DABCYL substrate fluorescence; 100% is mature enzyme control, 0% vehicle; activation, % at 7 µM; 370,000 tested, 0.9% active;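 active = activation above the mean of all tested compounds plus 3 SD, computed per campaign excluding outliers beyond control limits, cut at about 13% in these data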
# MBD2 inh: MBD2-methylated oligo binding inhibition. inhibition, % at 4.4 µM. Q9UBB5. 370,000 tested, 0.31% active. TR-FRET, MBD2 binding to methylated oligonucleotide; in the data active = inhibition above about 13%
# Target sequence (Q9UBB5 whole entry, looked up): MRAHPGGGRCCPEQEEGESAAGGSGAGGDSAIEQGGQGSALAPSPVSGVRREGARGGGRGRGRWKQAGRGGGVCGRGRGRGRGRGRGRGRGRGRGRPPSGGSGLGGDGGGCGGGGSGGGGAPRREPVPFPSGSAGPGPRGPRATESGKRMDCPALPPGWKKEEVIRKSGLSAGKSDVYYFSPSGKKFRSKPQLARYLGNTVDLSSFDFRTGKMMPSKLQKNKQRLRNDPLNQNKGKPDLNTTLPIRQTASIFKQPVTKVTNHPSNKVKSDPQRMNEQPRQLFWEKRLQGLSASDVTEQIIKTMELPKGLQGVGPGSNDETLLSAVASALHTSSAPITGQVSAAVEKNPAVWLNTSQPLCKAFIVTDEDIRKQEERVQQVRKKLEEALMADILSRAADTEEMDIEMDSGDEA
# DDE Tn6 FP inh: inhibitors of Tn6 peptide binding to human fibrin DD(E). P02675. Fibrin DD(E) TRITC-Tn6 fluorescence polarization displacement. inhibition, % at 8.3 µM. 370,000 tested, 0.21% active;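 active = inhibition above a per-campaign cutoff: mean of compounds within control limits plus 3 SD, cut at about 15% in these data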;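 also: 0% = median of all compound wells on the plate and 100% = blocking peptide control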
# Tn7 DDE FP: inhibitors of Tn7 peptide binding to human fibrin DD(E). FP displacement of FITC-Tn7 peptide from fibrin DD(E); 0% = median of compound wells per plate. P02675. AID 720508. inhibition, % at 8.3 µM. 370,000 tested, 0.13% active;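 active = inhibition above the mean of compounds falling within the control limits plus 3 SD of them, cut at about 14% in these data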;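 also: 0% = plate median of compound wells and 100% = 10 µM Aha-Tn7 peptide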
#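 assay system = human clot-derived fibrin DD(E) complex | quantity = Fibrin-DD(E) at 2 µM final | timing = 10 min preincubation, 3 h with tracer, room temperature | signal = fluorescence polarization | measure = percent inhibition | benchmarks = high control wells with 10 µM unlabelled Aha-Tn7 peptide (full inhibition) | replicates = singlicate testing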
# ARFGAP1 inhibitor: rat ARFGAP1 inhibition; Q62848; Arfgap1-stimulated ARF1 GTP hydrolysis, GDP FP detection; inhibition, % at 16.5 µM; 360,000 tested, 0.26% active; AID 651572;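 active = inhibition above a per-plate limit, mean inhibition of low control wells plus 3 SD, cut at about 25% in these data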;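 also: 0% = DMSO wells with enzyme and 100% = wells lacking Arfgap1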
# Target sequence (Q62848 1-136 limits assumed): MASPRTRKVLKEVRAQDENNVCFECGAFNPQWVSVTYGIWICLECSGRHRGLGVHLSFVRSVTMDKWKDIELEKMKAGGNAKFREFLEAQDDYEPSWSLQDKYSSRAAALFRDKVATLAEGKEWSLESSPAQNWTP
#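 Repeats: one replicate per compound; assay system: rat Arfgap1 catalytic domain, aa 1-136; times: enzyme reaction 120 min at 25 °C after 20 min preincubation; detection: FP of antibody-bound GDP Alexa 633 tracer, ex 620/em 688 nm; benchmarks: high control wells lacking Arfgap1, low control full reaction with DMSO; reagent: human ARF1(Δ1-17)-GTP substrate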
# UHRF1 binding: human UHRF1 methylated DNA binding inhibitors. inhibition, % at 4.4 µM. UHRF1 binding to methylated oligo, TR-FRET. 370,000 tested, 0.75% active; in the data active = inhibition above about 21%;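 also: UHRF1 SRA domain binding a hemimethylated CpG hairpin DNA probe; 0% = median of test compound wells and 100% = reference inhibitor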
# ASAP1 GAP inh: blocks human ASAP1-stimulated Arf1 GTP hydrolysis | GDP FP detection | inhibition, % at 16.5 µM | 360,000 tested, 0.19% active; in the data active = inhibition above about 25%;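 also: 0% = vehicle with enzyme and substrate and 100% = no enzyme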
# Target sequence (Q9ULH1 325-724 limits assumed): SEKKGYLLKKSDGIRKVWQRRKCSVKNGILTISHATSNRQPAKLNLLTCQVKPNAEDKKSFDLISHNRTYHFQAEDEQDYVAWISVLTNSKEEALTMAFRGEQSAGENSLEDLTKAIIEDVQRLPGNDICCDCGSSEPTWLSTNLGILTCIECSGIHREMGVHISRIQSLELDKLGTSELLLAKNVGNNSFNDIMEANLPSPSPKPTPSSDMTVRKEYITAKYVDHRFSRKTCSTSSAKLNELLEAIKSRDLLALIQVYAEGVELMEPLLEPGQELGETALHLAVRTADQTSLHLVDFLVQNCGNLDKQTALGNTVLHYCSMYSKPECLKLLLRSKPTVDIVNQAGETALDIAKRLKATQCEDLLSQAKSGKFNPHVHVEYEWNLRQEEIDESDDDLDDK
# PLC-beta3 inh: inhibitors of human phospholipase C beta3; Q01970; Purified PLC-beta3, fluorogenic substrate, fluorescence; inhibition, % at 12.2 µM; 370,000 tested, 0.18% active; in the data active = inhibition above about 11%;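 also: 0% = median of compound wells on plate and 100% = full blocker control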
# ADAM17 inh: ADAM17 inhibition, QFRET primary screen | P78536 | recombinant ADAM17, EDANS/DABCYL FRET peptide cleavage | inhibition, % at 6.95 µM | 370,000 tested, 0.83% active;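 active = inhibition above the mean of compounds lying between control limits plus 3 SD, set per campaign, cut at about 8.5% in these data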;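 also: 0% = DMSO-only wells as the low control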
# The depositor's hits bear a star; i = inactive; . = no result given.
ARFGAP1 inhibitor	Tn7 DDE FP	PLCg1 inh	ASAP1 GAP inh	DDE Tn6 FP inh	MBD2 inh	UHRF1 binding	ADAM17 inh	proKLK7 act	PLC-beta3 inh	SMILES
-2	2	0	2	-1	6	-2	1	-0.5	0	CCc1nnc(NC(=O)c2ccc(COc3ccc(C)cc3)o2)s1
11	0	-3	-11	-2	2	5	-7	0.1	-6	COc1cc(C=O)ccc1Oc1nnnn1-c1ccccc1
1	5	3	1	-2	2	-2	-2	-0.2	-4	Cc1ccc(-c2nc(N)n(S(=O)(=O)c3ccc(C)cc3)n2)cc1
1	8	0	0	4	-2	3	-2	0.2	0	Cc1ccc(Cl)cc1N(CC(=O)Nc1cccc(N(C)S(C)(=O)=O)c1)S(C)(=O)=O
-3	-2	-30	12	-10	0	1	-2	1.0	-39	Cc1ccccc1N(C)S(=O)(=O)c1nnc(NC(=O)c2ccco2)s1
-2	2	-61	4	4	-4	0	-8	0.3	-77	CCCC(=O)N1CCc2cc(-c3nc(N)sc3C)ccc21
2	6	-5	-17	5	-3	-5	2	-0.2	-4	O=C(CC(C(=O)O)c1ccc(Cl)cc1)c1ccccc1 (stereo unspecified)
6	-6	-1	9	7	2	-2	-4	-0.7	-3	O=c1ccc(S(=O)(=O)N2CCCC2)c[nH]1
-5	-1	1	11	0	-4	1	-7	-0.3	-7	CCOC(=O)c1c(C)[nH]c(C)c1S(=O)(=O)NCC1CCN(Cc2ccc(C)cc2)CC1
-12	8	1	-2	-7	3	-1	-2	0.3	-1	CCOc1cnc(-c2c(-c3ccccc3Cl)noc2C)o1
0	-3	3	-3	-2	9	-2	3	-0.1	-5	COc1ccccc1NC(=S)NC(=O)/C=C/c1cccs1
1	3	-1	-13	7	-1	-1	0	0.8	0	O=C(Nc1cccc(F)c1)c1ccccc1
4	-1	1	7	3	6	-2	-2	0.0	-1	CC(C)N(C(=O)C(F)(F)F)C(C(=O)NC1CCCCC1)c1ccncc1 (stereo unspecified)
2	3	1	6	6	2	3	0	-0.5	-11	CN(CC(=O)Nc1ccc(N2CCOCC2)cc1)C(=O)CCc1cc(C(C)(C)C)c(O)c(C(C)(C)C)c1
-3	-2	-1	4	-1	-1	0	-3	0.2	-12	CCOC(=O)Nc1cc2c(cc1[N+](=O)[O-])-c1ccccc1C2=O
6	-5	1	7	-5	-1	0	0	-0.2	0	CCN(CC(=O)Nc1c(F)cccc1F)C(=O)c1cccc(S(=O)(=O)N(C)c2ccccc2)c1
4	-4	-5	-15	-2	-3	0	-1	0.5	-3	Cc1ccc(C(=O)n2c3ccccc3c3ccccc32)cc1
5	4	1	4	2	5	-1	2	0.2	-5	CC(C)CNC(=O)NC(=O)CSc1nc2ccccc2n1CC(C)C
12	4	0	6	2	-2	1	2	-0.4	-1	COc1c(C)cc(C(O)c2ncc(-c3ccccc3C)[nH]2)cc1C (stereo unspecified)
0	1	-2	8	1	-6	5	-6	0.1	2	O=C(Nc1cccc(O)c1)c1ccc([N+](=O)[O-])cc1Cl
-4	-3	-1	4	1	2	1	-1	-0.3	-5	COc1cccc(OCc2nnc(SCC(=O)NCc3ccco3)n2CCc2ccccc2)c1
1	1	-14	-7	-4	1	4	2	-1.1	-3	COc1cccc(C(=O)CC(C(=O)O)c2ccc(F)cc2)c1 (stereo unspecified)
-2	7	1	-5	6	-4	0	-1	-0.1	1	O=C1CC(c2ccc(F)cc2)Cc2nc(NCc3ccco3)ncc21 (stereo unspecified)
1	11	1	-1	10	-3	-5	-5	-0.6	-9	COCC(=O)Nc1ccc(N2CCOCC2)c(S(=O)(=O)Nc2ccccc2OC)c1
-6	0	5	-17	10	2	2	2	0.0	0	CC(C(=O)Nc1ccccc1-c1ccccc1)N1CCN(S(=O)(=O)c2ccccc2)CC1 (stereo unspecified)
9	4	-2	-10	2	-9	-5	3	0.2	0	CC(C(=O)Nc1ccc([N+](=O)[O-])cc1)N1CCN(C/C=C/c2ccccc2)CC1 (stereo unspecified)
12	5	5	-5	-6	2	1	-4	0.6	-14	O=C(Cc1ccccc1)Nc1ccc2c(c1)OC1(CCCC1)O2
-5	-2	6	1	-4	-1	-2	0	-0.3	-1	CCN1CCN(C(=O)c2ccc3c(=O)n(C4CCCC4)c(=S)[nH]c3c2)CC1
-6	8	-3	-11	4	1	6	-2	0.0	-2	c1ccc(-c2n[nH]nc2-c2ccccc2)cc1
20	-4	-15	4	2	2	4	-86	3.9	-27	CCN1CCN(c2cc(C)c3cc(NC(=O)CCC(=O)Nc4ccc(OC)cc4OC)ccc3n2)CC1
6	-5	0	-9	5	0	2	-3	0.6	0	Cc1nc(SCC(=O)N2CCOCC2)c2c(=O)n(C)c(=O)n(CC(C)C)c2n1
10	3	1	1	1	-1	-3	0	-0.2	-1	O=c1c(C(c2ccc(F)cc2)c2c(O)nc3n(c2=O)CCCS3)c(O)nc2n1CCCS2
1	3	4	-9	6	-4	0	-16	3.8	-85	O=C(Nc1cnn(Cc2ccc(F)cc2)c1)c1cc(-c2ccco2)on1
0	-1	2	4	-5	-4	0	1	-0.3	0	CC(C)NC(=O)NC(=O)CSc1nnc(C(F)(F)F)n1C
2	-2	-23	12	-7	2	-2	-18	-1.0	-45	Cc1ccn2c(=O)c(C(=O)NCCN3CCOCC3)c(O)nc2c1
-3	8	3	5	-7	-5	-1	5	0.1	-6	Cc1ccc(C(=O)NCCS(=O)(=O)N2CCN(c3ccccc3F)CC2)cc1[N+](=O)[O-]
-10	0	3	-1	-3	3	-2	1	0.2	-2	COc1ccccc1NC(=O)COC(=O)C1CC2C=CC1C2 (stereo unspecified)
-2	6	1	7	-4	0	-1	0	-0.4	3	CC(C)CNC(=O)Cn1nc(C(F)(F)F)c2c1CCCC2
-6	-9	-7	0	-11	1	1	-1	0.0	-10	O=C(Nc1cn(-c2ccccc2)nc1-c1cccs1)c1ccco1
-1	7	-2	-10	2	-9	-6	4	-0.4	-11	CCOc1ccc(N(C)S(=O)(=O)c2cc(-c3cc(C)no3)ccc2C(C)C)cc1
.	-3	-2	.	-9	-3	0	1	-0.4	1	CCOC(=O)[C@@]12CN(C(=O)OC(C)(C)C)CC=C1N(Cc1ccc(OC)cc1)C(=O)[C@H]2CC(=O)NCCC(C)C
1	-4	7	9	-3	3	-4	5	1.2	-1	CCn1nc(C)cc1C(=O)N1CCc2c([nH]c3ccccc23)C1c1cc(F)ccc1F (stereo unspecified)
-2	1	1	-9	-8	4	6	-2	-0.4	-3	CSc1nsc(SC)c1NC(=O)OCc1ccccc1
5	-5	2	5	3	1	0	1	0.5	1	O=C(Nc1nccs1)[C@@H]1CCCN1C(=O)c1cccs1
6	4	-1	1	0	1	-1	0	-0.7	-1	CCOc1ccc(C(=O)NC(=S)Nc2ccc(NC(=O)c3ccco3)cc2)cc1[N+](=O)[O-]
0	2	-6	3	0	2	2	-3	-0.8	-9	COC(=O)c1ccc(CS(=O)(=O)c2ccc(C)cc2)o1
-3	12	-3	-8	8	0	-3	-6	0.6	-11	O=C(N[C@@H](Cc1ccccc1)C(=O)OCc1ccccc1)c1ccco1
8	-7	1	7	-5	1	2	-1	-0.6	-1	CCCN1CCC(NC(=O)C2CCN(C(C)=O)CC2)CC1

# Retrieved one by one from the list above:
ARFGAP1 inhibitor	Tn7 DDE FP	PLCg1 inh	ASAP1 GAP inh	DDE Tn6 FP inh	MBD2 inh	UHRF1 binding	ADAM17 inh	proKLK7 act	PLC-beta3 inh	SMILES
-3	12	-3	-8	8	0	-3	-6	0.6	-11	O=C(N[C@@H](Cc1ccccc1)C(=O)OCc1ccccc1)c1ccco1
-1	7	-2	-10	2	-9	-6	4	-0.4	-11	CCOc1ccc(N(C)S(=O)(=O)c2cc(-c3cc(C)no3)ccc2C(C)C)cc1
1	-4	7	9	-3	3	-4	5	1.2	-1	CCn1nc(C)cc1C(=O)N1CCc2c([nH]c3ccccc23)C1c1cc(F)ccc1F (stereo unspecified)
0	2	-6	3	0	2	2	-3	-0.8	-9	COC(=O)c1ccc(CS(=O)(=O)c2ccc(C)cc2)o1

# (listing goes on)
ARFGAP1 inhibitor	Tn7 DDE FP	PLCg1 inh	ASAP1 GAP inh	DDE Tn6 FP inh	MBD2 inh	UHRF1 binding	ADAM17 inh	proKLK7 act	PLC-beta3 inh	SMILES
5	-1	1	9	4	12	21*	3	0.6	0	Cc1cc(Cl)ccc1OC(C)C(=O)Nc1ccccc1N1CCOCC1 (stereo unspecified)
-2	-2	0	3	-6	3	-2	-2	-0.2	-5	Cc1ccccc1C(=O)Nc1ccnn1C1CCN(C2CCSCC2)CC1
0	6	3	7	-4	-3	-1	3	-0.3	-5	O=C(CSc1cn(CC(=O)N2CCOCC2)c2ccccc12)N1CCOCC1
13	-1	-61	12	-12	-1	1	-10	-5.4	-63	CCOC(=O)c1c(C#N)c(SCC(=O)Nc2ccc(OC)cc2)nc2c1CN(CC)CC2
-11	6	-1	-2	-3	-1	-4	-1	-0.2	0	CCOC(=O)c1c[nH]c2ccc3ccccc3c2c1=O
2	-4	0	1	-6	2	0	-3	0.8	-11	CSc1ccccc1OCc1cc(C(=O)NCCC2=CCCCC2)no1
-7	2	-19	-13	-6	3	0	-3	0.0	-25	COc1ccc(-n2cnc3cc(NCc4cccs4)ccc32)cc1
-8	3	-5	4	-7	0	-7	2	-0.1	-8	Cc1ccc(/C(O)=C2/C(=O)C(=O)N(Cc3cccnc3)C2c2ccccn2)cc1 (stereo unspecified)
1	4	-3	9	6	-3	2	-4	-0.1	3	COc1ccc(-c2nn(-c3ccccc3)cc2C(=O)N2CCOCC2)cc1
1	6	1	-10	-2	-5	-4	0	-0.1	1	COC(=O)c1sccc1NC(=O)c1c(C)c(-c2cccc(Cl)c2)nc2ccccc12
-2	-3	-20	1	6	-1	-6	2	0.4	-39	O=C(/C=C/c1ccc(F)cc1)NC(=S)NNC(=O)[C@H]1C[C@@H]1c1ccccc1
5	-1	1	-6	-5	2	4	5	0.2	-8	CCCc1cc(=O)n2nc(N3CCC(C(=O)NCc4ccco4)CC3)sc2n1
-14	-3	6	-4	0	-4	-1	-5	0.4	-3	O=C(COC(=O)Cc1ccsc1)Nc1ccccc1Cl
-9	-1	i	3	2	-3	-1	i	56*	i	O=C(CNC(=O)OCc1ccccc1)Oc1ccc2ccc(=O)oc2c1
2	5	-11	8	1	-4	0	-13	-0.7	-16	CCN(C(=O)COC(=O)/C=C/c1ccc2c(c1)OCO2)c1c(N)n(Cc2ccccc2)c(=O)[nH]c1=O
5	2	2	20	-3	-4	-1	-1	0.4	1	O=C(CSc1ccc2c(c1)OCCO2)Nc1cccnc1Cl
3	3	-83	-13	-3	-1	-2	-33	3.2	-108	CCc1cc2c(-c3ccccc3)cc(=O)oc2cc1OC(C)C(=O)O (stereo unspecified)
-11	-2	1	-4	0	2	-3	-2	-0.1	3	COc1cccc(CNC(=O)C2CCN(S(=O)(=O)c3ccc4c(c3)CCC(=O)N4)CC2)c1
-19	0	-6	-7	2	-1	0	-2	-0.5	-3	COC(=O)Cc1ccc(OC(=O)CCS(=O)(=O)c2ccc(C)cc2)cc1
2	-1	2	6	-2	1	1	-1	0.3	-9	Cc1ccc(C(=O)OCC(=O)c2ccc(Br)cc2)cc1S(=O)(=O)N1CCOCC1
